# Kir21 block: inhibitors of mouse Kir2.1 inward-rectifier potassium channel; 310,000 tested, 0.85% active; B-score at 10 µM; AID 1672, 2009; HEK293-Kir2.1, FluxOR thallium flux fluorescence; active compounds read low; Inward rectifier potassium channel 2 (Mus musculus), P35561;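 active = fluorescence ratio B-score at or below minus 3 SD of library scores, with starting-brightness B-score within 2 SD, cut at about -4.2 in these data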;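 note: channel flux triggered by added potassium and thallium sulfate stimulus; B-score of peak minus minimum fluorescence over baseline after thallium stimulus; more negative B-score means stronger Kir2.1 block with less thallium influx; some compounds called inactive have numbers as strong as hits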
# Target sequence (P35561 whole entry, looked up): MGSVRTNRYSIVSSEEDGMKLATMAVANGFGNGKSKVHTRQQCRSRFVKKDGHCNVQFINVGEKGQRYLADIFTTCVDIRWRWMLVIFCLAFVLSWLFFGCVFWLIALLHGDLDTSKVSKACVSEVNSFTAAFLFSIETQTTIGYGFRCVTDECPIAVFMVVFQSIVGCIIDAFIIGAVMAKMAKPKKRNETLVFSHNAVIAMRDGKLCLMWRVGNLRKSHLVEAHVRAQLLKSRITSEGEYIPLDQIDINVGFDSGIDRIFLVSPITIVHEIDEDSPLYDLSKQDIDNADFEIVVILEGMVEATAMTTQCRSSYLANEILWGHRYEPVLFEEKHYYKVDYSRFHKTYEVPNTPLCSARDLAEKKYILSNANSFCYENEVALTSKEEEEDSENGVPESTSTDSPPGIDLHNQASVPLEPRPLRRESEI
# CHT block: inhibitors of human choline transporter CHT; High affinity choline transporter 1 (Homo sapiens), Q9GZV3; CHT-expressing cells, membrane potential dye, choline response; active compounds read low; B-score at 10 µM; 310,000 tested, 0.86% active;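 active = B-score over 3 SD under the library average, and starting fluorescence ratio not unusually high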;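 note: choline stimulus applied at its EC90 after an EC20 pre-addition; B-score computed on integrated fluorescence ratio after choline addition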
# Target sequence (Q9GZV3 whole entry, looked up): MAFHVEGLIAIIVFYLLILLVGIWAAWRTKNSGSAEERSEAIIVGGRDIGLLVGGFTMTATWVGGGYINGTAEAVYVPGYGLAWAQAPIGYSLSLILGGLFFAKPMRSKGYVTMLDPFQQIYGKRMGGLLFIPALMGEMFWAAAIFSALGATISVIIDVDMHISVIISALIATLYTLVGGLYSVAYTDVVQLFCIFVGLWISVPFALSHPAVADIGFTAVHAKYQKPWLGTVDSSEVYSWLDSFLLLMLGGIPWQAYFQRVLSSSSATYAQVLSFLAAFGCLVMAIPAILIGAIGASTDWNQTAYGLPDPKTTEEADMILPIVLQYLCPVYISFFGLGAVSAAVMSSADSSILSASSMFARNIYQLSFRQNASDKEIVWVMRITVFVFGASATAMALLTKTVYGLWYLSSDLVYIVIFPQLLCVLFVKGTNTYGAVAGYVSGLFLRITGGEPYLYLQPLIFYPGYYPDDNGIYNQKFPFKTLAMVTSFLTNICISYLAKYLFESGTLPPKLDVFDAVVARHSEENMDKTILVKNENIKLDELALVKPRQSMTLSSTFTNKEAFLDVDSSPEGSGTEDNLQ
# Numbers without * were called inactive; i = inactive; x = not tested or not shown. Some of the compounds tested, so the mix of outcomes need not match the whole.
Structure	CHT block	Kir21 block
CC(C)N1CCN(Cc2cccc([N+](=O)[O-])c2)CC1	i	-0.48
Cc1cc(C(=O)CS(=O)(=O)c2ccccc2)cc(C)c1OC(=O)N(C)C	i	1.9
COC(=O)C(O)(c1ccc(N(C)C(=O)COc2ccccc2)cc1)C(F)(F)F (stereo unspecified)	i	-0.43
Cc1ccc(N2C(=O)/C(=C/N3CCN(C(=O)c4ccco4)CC3)C(=O)NC2=S)cc1C	i	2.8
CC(=O)N1CC(=O)Nc2ccc(C)cc2C1c1ccccc1 (stereo unspecified)	i	-0.04
CCCc1cc(=O)oc2cc(OCC(=O)N3C[C@H]4C[C@@H](C3)c3cccc(=O)n3C4)ccc12	i	0.28
C=CCn1c(O)c(C(CC)=NCCc2c[nH]c3ccccc23)c(=O)[nH]c1=O	i	-2.6
COc1ccc(C2C(C#N)=C(N)Oc3c2c(=O)oc2ccccc32)cc1Cn1cc([N+](=O)[O-])cn1 (stereo unspecified)	i	-0.04
COc1cc2c(C(=O)N3CCN(C)CC3)c(C)n(C)c2cc1Br	i	0.82
CC1=C2C(=O)C3C(CC=C4CC(OC5OC(O)C(O)C(O)C5CO)CCC43C)C2CCC12OC1CC(C)CNC1C2C (stereo unspecified)	i	0.24
CN(C)c1ccc(/C=C2\C(=O)NC(=O)N(Cc3ccc(F)cc3)C2=O)cc1	i	2.7
O=c1[nH]c(O)c(N=Nc2ccc3c(c2)OCCO3)c(=O)[nH]1	i	-0.18
Cc1sc2c(c1C)C(c1cccs1)=NCC(=O)N2CC(=O)NCc1cccs1	i	0.03
CCC/C(=N\O)c1c[nH]c2ccccc12	i	0.03
Cc1ccc(/C=C2\C(=O)NC(=S)N(c3ccc(F)cc3)C2=O)o1	i	-2.4
Cn1c(O)c(C=Nc2ccc(Cl)cc2)c(=O)n(C)c1=O	i	0.41
O=C(c1cc(-c2cccnc2)nc2ccccc12)N1CCC2(CC1)OCCO2	i	-0.26
CN(C)/C=C1/C(=O)NC(=O)N(CCNc2ncc(C(F)(F)F)cc2Cl)C1=O	i	-0.25
CCc1ccc(C2=NN(CCC(=O)N3CCC4(CC3)OCCO4)C(=O)CC2)cc1	i	1.6
CCc1cc(=O)oc2cc(C)cc(OCC(=O)N3CCC(C(=O)O)(c4ccccc4)CC3)c12	i	-0.15
CCOC(=O)c1cncn1[C@H](C)c1ccccc1	i	0.18
O=C(O)C(Cl)Cl	i	-0.01
Cc1ccc(NC(=O)c2cc(-c3ccccc3)n(CCCN3CCOCC3)c2C)cc1	i	-2.4
CN1CCN(c2ccc([N+](=O)[O-])c(NCc3ccco3)c2)CC1	i	-0.61
CN(C)C1=C(C#N)C(c2ccccc2)=NP(N(C)C)(N(C)C)=N1	i	0.03
CN1C(=O)C(=Cc2ccccc2OCc2ccccc2Cl)C(=O)N(C)C1=O	i	-3
CC(C(=O)N1CCC2(CC1)OCCO2)C1Sc2ccccc2NC1=O (stereo unspecified)	i	1.6
CCN(CC)C(=O)c1ccc(NC(=O)c2sccc2-c2ccccc2)cc1	i	0.02
CCc1ccc(/C=C(/C#N)C(N)=S)cc1	i	-0.02
C/C=C1\CN2[C@H]3C[C@@]45c6ccccc6N(C)[C@H]4[C@@H]2CC1C3[C@H]5O (stereo partly specified)	i	0.51
COc1ccc(-n2c(-c3ccccc3Br)nc3ccccc3c2=O)cc1	i	-1.3
C[N+]1(C)C2CCC1CC(OC(=O)c1c[nH]c3ccccc13)C2 (stereo unspecified)	i	x
CCOC(=O)c1cccc([P+](=O)O)c1	i	-1
Cc1cccc(NC2=NCCCS2)c1C	i	0.31
c1ccc2c(CN3CCN(C4CCCCC4)CC3)c[nH]c2c1	i	-0.65
O=C(C[N+]12CCC(CC1)C(OC(=O)c1ccccc1)C2)c1ccc([N+](=O)[O-])cc1 (stereo unspecified)	i	-0.79
COc1ccc(C2NCc3ccc4c(c3-n3cccc32)OCO4)cc1OC (stereo unspecified)	i	-0.31
CNC(=O)Oc1ccc(N(C)C)cc1C(C)C	i	0.87
O=C1CN=C(c2ccccc2)c2ccccc2N1	i	-1.9
O=c1[nH]c(=O)n(Cc2ccco2)c(O)c1C=NC1CC1	i	0.95
O=[N+]([O-])c1ccc(N2CCNCC2)c(Cl)c1	i	0.61
COc1ccc(CNCCc2ccc(Cl)cc2)c(OC)c1OC	i	-1.5
CCNc1nc(NC(C)(C)C)nc(SC)n1	i	0.89
O=C(Oc1ccc([N+](=O)[O-])cc1)N1CCC(N2CCCCC2)CC1	i	1
COc1ccc(C2CN(C)CC2C(=O)c2ccc(F)cc2)cc1Cl (stereo unspecified)	i	0.92
COC(=O)C1=Nc2ccccc2/C1=C\c1c(O)n(C)c(=O)n(C)c1=O	i	0.98
CC1(C)CN=C(Nc2nc3ccccc3s2)S1	i	-0.13
O=C(Cn1c(=O)n(CC2CS2)c2ccccc21)N1CCCCC1 (stereo unspecified)	i	-8.5e-16
CCCCCCC(=O)c1c(O)n(-c2ccccc2OC)c(=O)[nH]c1=O	i	-0.7
O=[N+]([O-])[N-][n+]1cnn(Cc2ccc(Cl)cc2)c1	i	-0.86

# The list goes on.
Structure	CHT block	Kir21 block
CC[N+](C)(CC)CCCOC(=O)C(O)(c1ccccc1)C1CCCCC1 (stereo unspecified)	i	0.71
COc1ccc(CCn2c(O)c(C=Nc3ccc(NC(C)=O)cc3)c(=O)[nH]c2=O)cc1OC	i	-2.1
CCCCn1c(O)c(C=NCc2ccc3c(c2)OCO3)c(=O)[nH]c1=O	i	-0.84
Nc1ccc2c(c1)oc1ccccc12	i	1.2
CC[C@@]1(O)C(=O)OCc2c1cc1n(c2=O)Cc2cc3ccccc3nc2-1	i	2.2
Cc1ccc(Cn2nnnc2CN2CCC(n3nnc4cc(C(F)(F)F)ccc43)CC2)cc1	i	0.1
O=C(Cc1ccccc1)N1CCN(CC2CC=CCC2)CC1 (stereo unspecified)	i	0.6
O=c1oc2ccccc2c(O)c1C(c1ccccn1)c1c(O)c2ccccc2oc1=O	i	0.93
Cc1ccc(CS(=O)(=O)Cc2ccc(C(=O)N3CCC4(CC3)OCCO4)o2)cc1	i	1.6
CCn1c(O)c(/C=N/NC(=O)c2ccccc2)c(=O)[nH]c1=S	i	0.57

# The final 6 records of the part before are carried over, then new ones follow.
Structure	CHT block	Kir21 block
CC[C@@]1(O)C(=O)OCc2c1cc1n(c2=O)Cc2cc3ccccc3nc2-1	i	2.2
Cc1ccc(Cn2nnnc2CN2CCC(n3nnc4cc(C(F)(F)F)ccc43)CC2)cc1	i	0.1
O=C(Cc1ccccc1)N1CCN(CC2CC=CCC2)CC1 (stereo unspecified)	i	0.6
O=c1oc2ccccc2c(O)c1C(c1ccccn1)c1c(O)c2ccccc2oc1=O	i	0.93
Cc1ccc(CS(=O)(=O)Cc2ccc(C(=O)N3CCC4(CC3)OCCO4)o2)cc1	i	1.6
CCn1c(O)c(/C=N/NC(=O)c2ccccc2)c(=O)[nH]c1=S	i	0.57
COc1ccc(CN2CCN(C(=O)COc3cccc(C)c3)CC2)c(OC)c1	x	-2.7
COc1ccc(C(=O)C(Cc2ccccc2)N(C)C)cc1 (stereo unspecified)	i	-1.8
CCCNC(=O)N1C2CCC1CC(O)(c1cccnc1)C2 (stereo unspecified)	i	0.98
NP(=O)(OCCCc1ccccc1)c1ccccc1 (stereo unspecified)	i	-0.24
CCOc1cc(CNCCc2ccccc2F)ccc1OC	i	-0.07
COc1ccc(OCC#CCN2CCC(C)CC2)cc1	i	-0.91
COc1ccc(CCNC(C)CCc2ccc(OC)cc2)cc1 (stereo unspecified)	i	-3.9
COc1cc(CN=C(C)c2c(O)n(C)c(=O)n(C)c2=O)cc(OC)c1	i	-0.71
S=C=Nc1cccc(C2(N3CCCCC3)CCCCC2)c1	i	x
C#CC1(O)C=CC2C3CCC4=CC(=O)CCC4C3CCC21CC (stereo unspecified)	i	0.04
O=c1[nH]c(=S)n(Cc2ccc(F)cc2)c(O)c1C=NCC1CCCO1 (stereo unspecified)	i	0.92
CCOC(=O)/C(=N\Nc1ccccc1)N1CC1	i	0.05
CC[n+]1c(/C=C/C=C/c2ccc(N(C)C)cc2)sc2ccccc21	i	-4
CN1C(=O)NC(=O)[C@]2(Cc3ccccc3N3CCN(c4ccccc4)CC32)C1=O (stereo partly specified)	i	1
O=C1/C(=C\c2cc3c(cc2Cl)OCO3)N2CCC1CC2	i	-0.9
CN1c2ccc([N+](=O)[O-])cc2CC2(C(=O)NC(=O)N(c3ccccc3)C2=O)C1c1ccccc1 (stereo unspecified)	i	0.28
O=C(O)C1=CC2c3ccccc3C1c1ccccc12	i	-0.95
O=C(c1cc(F)ccc1F)C1CCCN(Cc2ccc3nonc3c2)C1 (stereo unspecified)	i	0.24
C=C1N2CCC(CC2)C1(O)c1ccccc1C (stereo unspecified)	i	x
CC(C)Nc1ccc(Nc2ccccc2)cc1	i	x
CCc1ccc(N2C(=O)NC(=O)/C(=C/c3cccn3CCOc3ccc(C(C)CC)cc3)C2=O)cc1 (stereo unspecified)	i	1.6
CC(C(=O)Nc1ccc(Cl)cc1Cl)N1CC=C(c2ccccc2)CC1 (stereo unspecified)	i	3.1
O=c1[nH]c(=O)n(Cc2ccccc2Cl)c(O)c1/C=C1/C=CC=N1	i	0.77
CCOc1cc2c(cc1OCC)-n1cccc1C(c1ccc(F)c(OC)c1)NC2 (stereo unspecified)	i	-2.1
Cc1cccc(CN2CCCC(C(=O)c3ccc4c(c3)OCO4)C2)n1 (stereo unspecified)	i	0.09
CCOc1ccc2[nH]c(=O)c(CN(CCO)C3(c4nnnn4C4CCCCC4)CCCCC3)cc2c1	i	1.2
O=Cc1cn(Cc2ccccc2F)c2ccccc12	i	-0.5
c1ccc(C2CC2)c(OCC2=NCCN2)c1	i	x
CCOC(=O)Cn1cc([N+](=O)[O-])nc1[N+](=O)[O-]	i	-1.9
CCN(CC)c1ccc(C=C2C(=O)N(C)C(=S)N(C)C2=O)o1	i	-2.6
COC(=O)C(O)(c1ccc(NC(=O)c2ccco2)c(OC)c1)C(F)(F)F (stereo unspecified)	i	0.01
COc1cc2c3cc1Oc1cc(ccc1O)C[C@@H]1c4c(cc(OC)c(O)c4Oc4cccc(c4)C[C@@H]3N(C)CC2)CC[N+]1(C)C	i	x
NCCc1ccc(S(N)(=O)=O)cc1	i	-0.17
COc1cc(C(=O)Nc2ccc(Br)cc2C(=O)c2ccccc2)cc(OC)c1OC	i	1
O=C(COc1ccc(Br)cc1)N1CCN(Cc2c[nH]c3ccccc23)CC1	i	-1.8
CC(=O)C1CCC2C3CCC4CC(O)CCC4(C)C3CCC12C (stereo unspecified)	i	2.7
Cc1ccc(OP(=O)(NCc2ccccc2)Oc2ccc(C)cc2)cc1	i	-0.82
COC(=O)C(O)(c1c[nH]c2ccccc12)C(F)(F)F (stereo unspecified)	i	-1.3
Cn1cnc(CCN)c1	i	1.3
Cc1ccc(S(=O)(=O)Oc2ccccc2C=C2C(=O)N(C)C(=O)N(C)C2=O)cc1	i	-2.2
C1CCC2S[C@H]3CCCCC3NC2C1 (stereo partly specified)	i	0.29
CC(C)OC(=O)C1C2c3ccccc3C(c3ccccc32)C1C(=O)O (stereo unspecified)	i	-0.44
O=C(Cc1ccccc1)NC(Cc1ccc(Cl)cc1)C(=O)O (stereo unspecified)	i	1.1
COc1ccc(CCN)cc1OC	i	3.6
CCOC(=O)c1c(C)n(C(C)C)c2ccc(OC(=O)c3ccc(N4C(=O)CCC4=O)cc3)cc12	i	0.8
O=C(COc1ccc(S(=O)(=O)N2CCOCC2)cc1)N1CCN(Cc2ccc3c(c2)OCO3)CC1	i	-0.31
CSc1ccccc1C(=O)C1CCCN(Cc2ccccn2)C1 (stereo unspecified)	i	1.1
Cc1ccc(C2(O)CC(C)N(C)CC2C)cc1 (stereo unspecified)	i	0.32
CCOC(=O)C(O)(c1ccc(N=Cc2ccccc2O)c(C)c1)C(F)(F)F (stereo unspecified)	i	0.95
CCN1CCN(c2ccc(NC(C)=O)cc2Cl)CC1	i	1.2

# Continuation:
Structure	CHT block	Kir21 block
O=P(Nc1cccnc1)(Oc1ccccc1Cl)Oc1ccccc1Cl	i	-4.8*
Cc1oc(-c2ccc(Cl)cc2)nc1CS(=O)CC(=O)N1CCC2(CC1)OCCO2 (stereo unspecified)	i	0.73
Cc1c(C=C2C(=O)NC(=O)NC2=O)c(=O)n(-c2ccccc2)n1C	i	0.09
Cc1ccc(C)c(CN2CCC(n3nnc4cc(F)ccc43)CC2)c1	i	-0.02
Cc1ccccc1-n1c(CNc2ccccc2)nc2ccccc2c1=O	i	-1.1
CCOc1ccc(C2SCC(=O)Nc3c2c(C)nn3C2CCOC(C)(C)C2)cc1 (stereo unspecified)	i	0.03
CC(Cc1cccs1)NCc1ccc(Cl)cc1 (stereo unspecified)	i	0.81
CC(C)NC(=O)Cn1cc(C(=O)c2ccccc2)c2ccccc21	i	-0.84
CCC(=NCC1CCCO1)c1c(O)n(-c2ccc(Cl)cc2)c(=O)[nH]c1=O (stereo unspecified)	i	-1.3
COc1ccc(-n2nc(C(=O)NCC(=O)N3CCC4(CC3)OCCO4)c3ccccc3c2=O)cc1OC	i	0.09
C(#CCN1CCOCC1)COC/C=C/c1ccccc1	i	0.26
O=c1c2ccccc2nc(-c2ccco2)n1-c1cccnc1	i	0

# Screening results as filed in PubChem.
